mIAP block: inhibitors of mouse IAP, primary screen, biochemical, luminescence, uHTS; purified mouse IAP, CDP-Star luminescence, 30 min; 330,000 compounds, 0.2% hits; intestinal alkaline phosphatase [Mus musculus]; inhibition, % at 10 µM;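 active means inhibition of at least 40% at 10 µM in the primary screen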;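 further: plate controls were DMSO with enzyme for no effect and no enzyme wells for full effect; values of inactives mirror those of a sister screen read the other way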
NLRP3 yeast inh: NALP3 inflammasome inhibitors in reconstituted yeast, primary screen, luminescence, uHTS; Yeast reconstituted NLRP3/ASC/caspase-1, beta-gal luminescence, 24 h; inhibition, % at 10 µM; 330,000 compounds, 0.39% hits;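 active means inhibition of 50% or more; inactive means inhibition below 50%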;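 further: plate controls were induced DMSO wells for no effect and uninduced yeast grown without galactose for full effect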
ATG4B inh: ATG4B protease inhibitors, primary screen, biochemical, fluorescence, uHTS; Cysteine protease ATG4B (Homo sapiens), Q9Y4P1; ATG4B cleavage of LC3-PLA2, NBD-HPC fluorescence, 1 h; inhibition, % at 8.33 µM; 340,000 compounds, 0.51% hits; AID 504462, 2011; in the data active means inhibition above about 40%
Target sequence (Q9Y4P1 whole entry, looked up): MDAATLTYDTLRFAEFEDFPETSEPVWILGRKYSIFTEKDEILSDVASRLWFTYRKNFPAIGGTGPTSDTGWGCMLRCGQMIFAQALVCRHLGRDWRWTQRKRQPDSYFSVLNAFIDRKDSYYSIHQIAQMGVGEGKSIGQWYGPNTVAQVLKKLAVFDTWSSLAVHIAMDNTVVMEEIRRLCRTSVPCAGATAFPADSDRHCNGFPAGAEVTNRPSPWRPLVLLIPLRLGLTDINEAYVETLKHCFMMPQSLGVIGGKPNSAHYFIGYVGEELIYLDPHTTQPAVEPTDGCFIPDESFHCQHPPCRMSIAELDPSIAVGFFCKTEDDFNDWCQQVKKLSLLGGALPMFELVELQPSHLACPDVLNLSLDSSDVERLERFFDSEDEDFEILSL
hIAP block: human IAP inhibitors, primary screen, biochemical, luminescence, uHTS | Intestinal-type alkaline phosphatase (Homo sapiens), P09923 | purified IAP, CDP-Star luminescence, 30 min | inhibition, % at 10 µM | 330,000 compounds, 0.12% hits | AID 2544, 2010;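 active means inhibition reaching a set limit with compound at 10 µM in the primary screen, cut at about 35% in these data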;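 further: plate controls were DMSO wells with enzyme for no effect and no-enzyme buffer wells for full effect; values of inactives mirror those of a sister screen read the other way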
Target sequence (P09923 whole entry, looked up): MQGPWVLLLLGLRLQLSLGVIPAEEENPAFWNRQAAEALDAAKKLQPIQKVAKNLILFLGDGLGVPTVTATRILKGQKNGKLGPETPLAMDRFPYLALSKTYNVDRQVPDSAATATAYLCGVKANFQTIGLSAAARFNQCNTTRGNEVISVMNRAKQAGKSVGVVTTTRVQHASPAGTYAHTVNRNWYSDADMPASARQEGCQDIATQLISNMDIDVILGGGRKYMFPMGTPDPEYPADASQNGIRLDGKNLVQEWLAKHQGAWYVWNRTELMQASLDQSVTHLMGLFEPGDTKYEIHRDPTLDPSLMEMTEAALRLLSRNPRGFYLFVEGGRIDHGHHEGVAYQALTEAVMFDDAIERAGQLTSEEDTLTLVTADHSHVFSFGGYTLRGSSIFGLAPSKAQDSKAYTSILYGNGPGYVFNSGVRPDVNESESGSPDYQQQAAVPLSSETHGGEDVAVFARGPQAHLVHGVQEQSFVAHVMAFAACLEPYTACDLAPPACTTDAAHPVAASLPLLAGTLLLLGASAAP
TIM10 inh: growth inhibitors of isogenic TIM10 control yeast, primary screen, counter-screen for tim10-1 yeast inhibitor project, luminescence, uHTS; inhibition, % at 10 µM; S. cerevisiae TIM10 strain growth, BacTiter-Glo luminescence, 24 h; 330,000 compounds, 1.4% hits;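 active means inhibition of 40% or more at the single tested concentration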;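 further: wild-type TIM10 isogenic control strain grown at permissive 25 °C; 0% = DMSO yeast wells and 100% = minimal medium wells without yeast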
mIAP activ: activators of mouse IAP, primary screen, biochemical, luminescence, uHTS | activation factor at 10 µM | intestinal alkaline phosphatase [Mus musculus] | muIAP, CDP-Star luminescence, 30 min; active compounds read high; 1 = vehicle-only enzyme signal, 0 = enzyme-free wells | AID 2805, 2010 | 330,000 compounds, 0.24% hits;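 active means activation factor of at least 2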; further: the source names both 10 and 20 µM as test concentration; values of inactives mirror those of a sister screen read the other way
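System: mouse IAP enzyme. Reagent: CDP-Star chemiluminescent phosphatase substrate. Benchmarks: DMSO wells, no-enzyme wells. Times: 30 min enzyme-substrate-compound incubation at room temperature. Detection: luminescence from enzymatic CDP-Star hydrolysis. Doses: test compounds delivered from DMSO solution.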
Apaf1 inhib: inhibitors of human Apaf-1 apoptosome, primary screen, biochemical, DEVD-Rh110 fluorescence, uHTS; inhibition, % at 20 µM; reconstituted apoptosome caspase-3 activity; 330,000 compounds, 0.71% hits; active means inhibition of at least 40% at 20 µM;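 further: plate controls were DMSO wells for no effect and DEVD-CHO caspase inhibitor wells for full effect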
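Material: biochemical Apaf-1 apoptosome reconstitution. Medium: Hepes buffer, pH 7.5. Also added: cytochrome c activation, bis-DEVD rhodamine 110 substrate. Timing: 30 min compound preincubation, 50 min activation, room temperature. Measured by: rhodamine 110 fluorescence at Ex 480/Em 540 nm.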
tim10-1 inh: growth inhibitors of tim10-1 mutant yeast, primary screen, luminescence, uHTS; 330,000 compounds, 2.2% hits; S. cerevisiae tim10-1 ts strain growth, BacTiter-Glo, 24 h; AID 463190, 2010; inhibition, % at 20 µM;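 active means inhibition of at least 40%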;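 further: mutant grown at 25 °C; 0% = DMSO wells with yeast and 100% = wells holding no yeast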
hIAP act: human IAP activators, primary screen, biochemical, luminescence, uHTS. Intestinal-type alkaline phosphatase (Homo sapiens), P09923. purified human IAP, CDP-Star luminescence, 30 min; active compounds read high; 1 = vehicle-only enzyme, 0 = enzyme-free background. activation factor at 10 µM. 330,000 compounds, 0.16% hits;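 active means activation factor of the enzyme at least 2-fold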; further: the source names both 10 and 20 µM as test concentration; values of inactives mirror those of a sister screen read the other way
* = called active by the depositor; x = not tested or not shown.

Compound	mIAP block	NLRP3 yeast inh	ATG4B inh	hIAP block	TIM10 inh	mIAP activ	Apaf1 inhib	tim10-1 inh	hIAP act
CCN(CC)c1ccc(NC(=O)CCCCCN2C(=O)c3ccccc3C2=O)cc1	7	10	-6	0	33	0.93	18	46*	1
COc1ccc(NC(=O)CS(=O)(=O)Cc2ccccc2)c([N+](=O)[O-])c1	-4	20	-3	10	-1	1	9	6	0.9
COc1ccccc1C1=NOC(Cn2c(NCC3CCCO3)nc3c2c(=O)n(C)c(=O)n3C)C1 (stereo not given)	-6	-13	-4	-14	-15	1.1	-3	-3	1.1
c1cc(Nc2ncnc3sccc23)cc(-c2nnc3n2CCCCC3)c1	-14	13	-13	6	14	1.1	12	6	0.94
Cc1ccc(C)c(Cn2ncc3ccccc32)c1	2	1	25	8	11	0.98	7	15	0.92
CC(=O)c1cc2c(cc1NC(=O)c1ccc(C)cc1)OCO2	-2	27	x	-2	16	1	1	-8	1
CCOC(=O)c1sc(NC(=O)CCN2C(=O)c3cccc([N+](=O)[O-])c3C2=O)c(C(=O)OCC)c1C	-3	33	-6	0	19	1	24	-2	1
COc1cc(O)c(C(CCN2CCCC2)c2ccc3c(c2)OCO3)c(OC)c1 (stereo not given)	-7	17	-2	14	0	1.1	16	6	0.85
COc1ccc(-c2noc(CSc3nc(N)cc(=O)[nH]3)n2)cc1	8	3	-2	2	-2	0.92	-20	-4	0.98
COC(=O)Nc1ccc(S(=O)(=O)N2CCC(C(=O)N(C)C3CCCCC3)CC2)cc1	-2	3	-19	-12	-12	1	-3	27	1.1
O=C(O)c1ccc(Nc2ccc([N+](=O)[O-])c3nonc23)cc1	10	25	9	28	4	0.9	4	18	0.72
O=C(CCC(=O)N(CC(=O)NC1CCCCC1)Cc1ccccc1)Nc1ccccn1	1	11	-7	-4	10	0.99	-8	15	1
CCCCOc1ccc(S(=O)(=O)Nc2cc(OC)ccc2OC)cc1	0	1	5	-21	14	0.99	21	3	1.2
COC(=O)c1cc(S(=O)(=O)N2CCOCC2)c(Cl)cc1N1CCOCC1	-5	-5	-7	-6	-7	1.1	-19	10	1.1
Cc1cc(C)c(S(C)(=O)=O)c(S(=O)c2ccc(Cl)cc2)n1 (stereo not given)	4	-10	2	6	0	0.96	-8	-7	0.94
Cc1ccc(Oc2ccccc2/C=C2\SC(=O)N(C)C2=O)cc1	10	16	-2	-11	27	0.9	25	24	1.1
CC(=O)Nc1nnc(CCN2CCCCC2)s1	-1	3	1	14	4	1	-4	1	0.86
Cc1nc2ccccc2c(=O)n1NC(=O)C1CC1C (stereo not given)	2	15	2	-2	1	0.98	-3	1	1
Cc1cc(C)n(-c2ccc(C)c(Cl)c2)n1	-1	3	1	-26	2	1	3	-4	1.3
OCCCNC(=S)Nc1ccc2nccnc2c1	24	8	1	16	-1	0.77	1	-3	0.84
COc1ccc(NC(=O)NCc2ccncc2)cc1	2	-5	-6	3	-2	0.98	3	-2	0.97
O=C(NCc1ccc(F)cc1)C1CCCN(c2nc3ccsc3c(=O)s2)C1 (stereo not given)	13	-8	-3	11	-13	0.87	-5	6	0.89
COc1ccc(S(=O)(=O)CCC(=O)N2CCN(c3ccc(F)cc3)CC2)cc1	-6	22	-14	-16	-4	1.1	0	22	1.2
CC(=O)c1ccc(N2CCN(C(=O)c3n[nH]c4ccccc34)CC2)cc1	4	32	-6	-2	18	0.95	2	36	1
CCn1c(CNc2ccc(F)cc2)nnc1SCC(=O)Nc1ccc(OC)cc1	-4	-9	-9	9	-3	1	-3	11	0.91
CC(=O)N(CCCCl)C(C#N)c1ccccc1 (stereo not given)	-12	-6	1	-12	-4	1.1	-3	16	1.1
CCCn1c(SCC(=O)N(C)C2CCS(=O)(=O)C2)nc2sc3c(c2c1=O)CCC3 (stereo not given)	-8	-3	-17	15	-9	1.1	5	-31	0.85
CCOc1ncccc1C(=O)OCC(=O)Nc1cc(S(=O)(=O)N(CC)CC)ccc1C	-2	14	2	2	12	1	1	18	0.98
Cn1cnc([N+](=O)[O-])c1NC(C)(C)C	3	15	2	-23	2	0.97	-6	-16	1.2
COC(=O)c1cc(C(=O)OCC(=O)NC(=O)c2ccccc2)cc([N+](=O)[O-])c1	0	18	-5	-10	-26	1	7	-26	1.1
CCn1nnnc1-c1ccc(OC)c(S(=O)(=O)NCCc2ccccc2)c1	-7	10	6	8	-19	1.1	0	13	0.92
COc1ccc(OCCCC(=O)Nc2cccc([N+](=O)[O-])c2)cc1	12	27	-1	-5	-24	0.88	3	18	1.1
Cc1nn(Cc2ccccc2)c2c1C(c1ccc(Cl)cc1)C(C#N)=C(N)O2 (stereo not given)	0	-2	1	7	21	1	21	28	0.93
Cc1cccc(C(=O)Nc2sc3c(c2C(=O)O)CCCC3)c1	5	-23	18	-12	29	0.95	5	19	1.1
CCOC(=O)C1=C(COC(=O)CCc2ccccc2)NC(=O)NC1C (stereo not given)	-5	13	6	0	3	1.1	-6	1	1
Cc1c(C(=O)Nc2ccc(F)cc2)oc2ccc(S(=O)(=O)N3CCCC3)cc12	1	6	-9	10	3	0.99	8	-13	0.9
COc1ccc(C)cc1C(=O)C1CC(C(=O)O)C(C)(C)C1C (stereo not given)	5	11	-5	-6	3	0.95	-5	3	1.1
COc1ccc(/C=C2\SC(=S)N(c3cccnc3)C2=O)cc1	14	39	-6	14	-2	0.86	-14	7	0.86
COc1ccc(CNc2oc(Cc3cccc4ccccc34)nc2C#N)cc1	-22	31	-11	-23	-8	1.2	11	14	1.2
O=C(CCCc1c[nH]c2ccccc12)NCc1ccccc1C(F)(F)F	-9	25	22	0	14	1.1	10	9	1
Cc1cc(C(=O)OC(C)C(=O)NC2CCCCC2)c(C)o1 (stereo not given)	-5	13	-3	-4	5	1.1	-2	13	1
O=C(NCc1cccs1)c1csc2c1CCCCC2	-6	28	-3	-17	20	1.1	-3	17	1.2
O=C1N[C@H]2CC=C[C@H]2N(Cc2cccs2)c2ccccc21	-2	x	0	x	9	1	11	30	x
Cc1cc(C(=O)N2CCCC(C(=O)c3ccc4ccccc4c3)C2)nn1C (stereo not given)	-3	4	-7	6	6	1	-19	8	0.94
COc1ccc(N2CCN(c3ccc(NC(=O)C4CCCCC4)cc3C#N)CC2)cc1	-9	10	-8	10	1	1.1	5	-6	0.9
O=C(NCc1cccc(F)c1)c1noc2c1CCCC2	3	32	-12	-19	2	0.97	4	10	1.2
Cc1cccc(S(=O)Cc2ccc(C(=O)NC3CCN(Cc4ccccc4)CC3)o2)c1 (stereo not given)	7	-5	-4	13	-11	0.93	-3	-10	0.87
Cc1ccc(C)c(S(=O)(=O)NCCC(=O)N2CCCC(C(N)=O)C2)c1 (stereo not given)	15	6	4	-4	0	0.85	-15	-13	1
CC1CN(C(=O)CCC(=O)NC2CCCCC2)c2ccccc2S1 (stereo not given)	9	18	1	-9	1	0.91	-3	25	1.1
CCN(CC)S(=O)(=O)c1ccc(N2CCOCC2)c(NC(=O)COc2ccc(Cl)cc2)c1	1	11	-5	-2	12	0.99	-5	4	1

The list continues:
Compound	mIAP block	NLRP3 yeast inh	ATG4B inh	hIAP block	TIM10 inh	mIAP activ	Apaf1 inhib	tim10-1 inh	hIAP act
CN(C(=O)c1ccc(NC(=O)Cc2cccc(NC(=O)C3CCN(C(=O)C4CC4)CC3)c2)cc1)C1CCCC1	-15	10	3	-6	10	1.2	16	6	1.1
COC(=O)/C(C#N)=C1/C=Cc2ccccc2N1	11	0	-6	0	5	0.89	-14	4	1
CC(C)CCC(=O)N1CCC(N2CCC(C(=O)NCc3ccccn3)CC2)CC1	6	6	-1	-11	1	0.94	-1	-3	1.1
NC(=O)c1ccc(NC(=O)CSc2nnc(-c3cccnc3)n2Cc2ccco2)cc1	10	10	4	13	-2	0.9	-4	19	0.87
CSc1ccc(CN(C)C(=O)CNC(=O)c2ccc3c(c2)OCO3)cc1	-3	19	6	-4	-4	1	8	18	1
Cc1ccc(S(=O)(=O)N(C)c2ccc(C(=O)N(C)Cc3nc4ccccc4c(=O)[nH]3)cc2)cc1	4	18	8	-2	5	0.96	15	4	1
Cc1cc2c(cc1S(=O)(=O)CCC(=O)NC1CCCCC1C)OCC(=O)N2 (stereo not given)	-13	-5	-2	8	1	1.1	6	4	0.92

Full records as entered above:
Profile of COC(=O)/C(C#N)=C1/C=Cc2ccccc2N1 = mIAP block: 11; NLRP3 yeast inh: 0; ATG4B inh: -6; hIAP block: 0; TIM10 inh: 5; mIAP activ: 0.89; Apaf1 inhib: -14; tim10-1 inh: 4; hIAP act: 1
Profile of NC(=O)c1ccc(NC(=O)CSc2nnc(-c3cccnc3)n2Cc2ccco2)cc1 = mIAP block: 10; NLRP3 yeast inh: 10; ATG4B inh: 4; hIAP block: 13; TIM10 inh: -2; mIAP activ: 0.9; Apaf1 inhib: -4; tim10-1 inh: 19; hIAP act: 0.87

Source: PubChem BioAssay (Sanford-Burnham Center for Chemical Genomics)
